Source: PubChem
PHOSPHO1 block: blocks human PHOSPHO1 phosphatase activity. actives 1.1% (n = 290,000). recombinant PHOSPHO1, absorbance phosphatase assay. inhibition, % at 13.3 µM. Q8TCT1. AID 1565; in the data active = inhibition above about 60%
Target sequence (Q8TCT1 whole entry, looked up): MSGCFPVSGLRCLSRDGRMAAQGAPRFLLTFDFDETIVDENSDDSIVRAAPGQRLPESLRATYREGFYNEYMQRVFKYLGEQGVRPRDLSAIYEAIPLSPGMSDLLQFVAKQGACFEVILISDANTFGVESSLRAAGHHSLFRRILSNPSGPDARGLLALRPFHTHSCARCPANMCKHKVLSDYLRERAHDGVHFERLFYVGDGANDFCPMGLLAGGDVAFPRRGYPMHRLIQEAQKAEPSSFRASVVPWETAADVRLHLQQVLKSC
DNA FID counter: displaces DNA intercalator in HCV helicase counter-screen; AID 1845; DNA fluorescent intercalator displacement, fluorescence; inhibition, % at 7.9 µM; actives 0.17% (n = 290,000); in the data active = inhibition above about 37%;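 note: 0% = vehicle and 100% = reference compound; higher means more ethidium bromide displaced from hairpin DNA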
GPR7 antagonist: blocks human GPR7 receptor signaling | inhibition, % at 4.4 µM | GPR7-expressing cells, fluorescence antagonist assay | AID 1861 | P48145 | actives 1.1% (n = 290,000); in the data active = inhibition above about 16%, passing the limit was not always enough;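 note: cells stimulated with the agonist NPW; 0% = agonist with vehicle and 100% = vehicle without agonist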
Target sequence (P48145 whole entry, looked up): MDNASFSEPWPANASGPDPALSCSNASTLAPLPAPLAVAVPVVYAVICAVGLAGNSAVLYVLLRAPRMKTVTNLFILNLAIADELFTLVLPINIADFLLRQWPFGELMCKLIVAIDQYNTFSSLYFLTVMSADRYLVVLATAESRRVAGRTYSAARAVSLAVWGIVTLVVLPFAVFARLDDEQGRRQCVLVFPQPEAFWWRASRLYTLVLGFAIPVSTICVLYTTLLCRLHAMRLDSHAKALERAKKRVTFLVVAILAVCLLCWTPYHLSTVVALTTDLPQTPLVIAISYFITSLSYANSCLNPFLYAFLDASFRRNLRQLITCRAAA
VIM-2 inhibitor: inhibitors of Pseudomonas aeruginosa VIM-2 metallo-beta-lactamase. purified VIM-2, nitrocefin hydrolysis, epi-absorbance fluorescence. inhibition, % at 5.6 µM. actives 0.89% (n = 290,000). AID 1527;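 active = inhibition above the mean of all tested compounds plus 3 SD, cutoff set per screening run, cut at about 7.5% in these data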;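 note: red hydrolysis product quenches plate fluorescence so inhibitors raise well fluorescence; 0% = enzyme with DMSO and 100% = DMSO without enzyme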
OXTR ag: human OXTR agonism; CHO-OTR cells, Fluo-8 calcium fluorescence; normalized: DMSO 0%, oxytocin 100%; activation, % at 3 µM; actives 0.32% (n = 320,000); AID 2435;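 active = activation above the mean of all tested compounds plus 3 SD, cutoff set per screening run, cut at about 20% in these data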;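 note: peak over basal fluorescence ratio from a 100 s FLIPR kinetic read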
GalR3 antagonist: blocks the human galanin receptor 3. O60755. HEK293 GalR3-CNG cAMP membrane potential fluorescence; galR3 body fused to GalR1 C-terminus. inhibition, % at 3 µM. actives 0.44% (n = 360,000);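 active = inhibition above the screen-wide average plus 3 SD, cut at about 13% in these data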;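 note: forskolin and galanin both at EC90 stimulate the cells; cAMP rise reported by CNG channel membrane potential dye signal; 0% = forskolin plus galanin with DMSO and 100% = forskolin alone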
Target sequence (O60755 1-299 limits assumed): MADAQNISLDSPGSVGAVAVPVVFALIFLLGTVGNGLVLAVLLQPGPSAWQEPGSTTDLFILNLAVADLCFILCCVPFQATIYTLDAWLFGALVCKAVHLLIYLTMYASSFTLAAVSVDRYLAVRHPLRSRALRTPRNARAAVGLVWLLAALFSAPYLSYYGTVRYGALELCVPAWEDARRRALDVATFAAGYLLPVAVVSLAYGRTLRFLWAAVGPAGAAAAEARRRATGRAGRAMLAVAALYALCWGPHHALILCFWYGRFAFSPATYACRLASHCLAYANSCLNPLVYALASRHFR
V1R ag counter: V1a receptor agonism, counter-screen for OXTR agonists; AID 2797; actives 0.25% (n = 320,000); CHO-V1R cells, Fluo-8 calcium fluorescence, agonist mode; 0% DMSO, 100% 3 nM vasopressin; activation, % at 3 µM; P37288;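 active = activation above the mean activation of all tested compounds plus 3 SD, per screening run, cut at about 20% in these data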;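 note: signal is peak over basal fluorescence ratio across a 100 second FLIPR read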
IMP-1 inhibitor: inhibitors of Pseudomonas aeruginosa IMP-1 metallo-beta-lactamase | purified IMP-1, nitrocefin hydrolysis, epi-absorbance fluorescence | inhibition, % at 5.6 µM | actives 0.45% (n = 290,000) | AID 1556;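 active = inhibition above the mean plus 3 SD of all compounds in the same screening run, cut at about 4.5% in these data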;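 note: 0% = IMP-1 with DMSO and 100% = DMSO wells lacking enzyme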
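System: purified IMP-1; amount: IMP-1 0.2 nM before substrate addition; compound: single dose, 5.6 µM; times: 25 °C, 15 min preincubation, 25 min reaction; signal: Epi-absorbance via hydrolysed-nitrocefin quenching of white-plate fluorescence, 480/530 nm, EDTA stop; benchmarks: DMSO with and without IMP-1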
HCV NS3 hel inh: HCV NS3 helicase inhibition | NS3 helicase DNA unwinding, Cy5 molecular beacon fluorescence | inhibition, % at 10.9 µM | actives 0.56% (n = 290,000);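 active = inhibition above the mean of all tested compounds plus 3 SD, set per campaign, cut at about 35% in these data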;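 note: 0% = DMSO wells and 100% = thioflavine S control wells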
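Control set: DMSO versus 110 µM thioflavine S; Material: NS3 helicase fragment of HCV; Measured by: Cy5 fluorescence at 0 and 60 min, beacon hairpin quenching; Read-out basis: percent inhibition from t60/t0 fluorescence ratio; Times: reaction time 60 min, 25 °C; Repeats: single replicate; Compound dosing: single dose, 10.9 µM nominal final, DMSO 0.8% final.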
Numbers without * were called inactive; . = not tested or not shown. Compounds were not picked by outcome; overall some 4.3% were active at least once.

Results follow in this order: PHOSPHO1 block, DNA FID counter, GPR7 antagonist, VIM-2 inhibitor, OXTR ag, GalR3 antagonist, V1R ag counter, IMP-1 inhibitor, HCV NS3 hel inh
1. CC(C)NC(=O)CN(C(=O)CCC(=O)Nc1nccs1)c1ccc2c(c1)OCO2
    5, -5, -5, 1.1, -0.5, -1, 0.1, -1.8, 14
2. Cc1ccc2c(C)nc(SC(C(=O)c3ccccc3)c3ccccc3)nc2c1 (stereo unspecified)
    -29, -10, 3, -1.6, -0.9, -2, -0.6, -1.9, -6
3. Cc1n[nH]c(C)c1-c1nc2ccccc2[nH]1
    8, 4, -2, -1.3, 1.0, -3, 0.0, -2.7, -1
4. Cc1cc(C)cc(NC(=O)c2ccc(CN3CCc4ccccc4C3)cc2)c1
    30, 10, 5, -2.6, -2.2, -11, 0.1, -2.7, -53
5. C=C(C)COc1ccc2c(C)c(CC(=O)OC)c(=O)oc2c1C
    -14, -18, 9, -0.1, 5.6, ., 4.4, -2.3, -6
6. CC(C)=CC1C(C(=O)Nc2ccc(Br)cn2)C1(C)C (stereo unspecified)
    -2, -9, -7, -2.3, -1.7, -11, -0.4, -1.9, -4
7. CCOc1cccc2sc(N(CCN(C)C)C(=O)c3cc4ccccc4cc3OC)nc12
    35, 33, 14, 3.0, 11, 1, 7.7, -1.2, -85
8. O=C(CNC(=O)c1ccco1)Nc1ccc(OC(F)F)cc1
    33, -2, -12, -0.7, ., -9, ., -3.5, -3
9. COc1cc(CNCC2CCCO2)ccc1OCC(N)=O (stereo unspecified)
    41, -3, -14, -3.0, 0.4, -3, -0.2, -2.3, 0
10. O=C(NCCCn1ccnc1)C1CCN(S(=O)(=O)c2ccc(F)cc2)CC1
    28, -4, -8, -1.5, 0.7, -7, -0.5, -2.4, -10
11. CCN(CC)C(=O)CSc1nc2nc(C)cc(C)c2c(=O)[nH]1
    -1, -3, 2, 0.7, -0.7, -6, 1.0, -3.8, -1
12. CCCn1c(C(C)NS(=O)(=O)c2ccccc2)n[nH]c1=S (stereo unspecified)
    34, -13, -8, -5.5, 0.4, -8, 2.0, -4.3, -1
13. C=C1C(=O)C=C[C@]2(C)C[C@@H]3OC(=O)[C@](C)(O)[C@H]3C[C@@H]12
    31, ., ., ., 1.7, 2, 0.8, ., .
14. Cc1c(NC2=CC(=O)CCC2)c(=O)n(-c2ccccc2)n1C
    17, -5, -9, 1.6, 1.2, -1, 0.1, -0.5, -6
15. CCOc1ccccc1-n1c(SCC(=O)N(C(C)C)C(C)C)nnc1-c1cccnc1
    -21, -34, 1, -4.3, -1.2, -5, -0.2, -5.4, -6
16. COc1ccccc1C(NC(=O)CC(C)C)c1c(O)ccc2ccccc12 (stereo unspecified)
    29, -15, -3, 0.2, -1.7, 1, -1.2, -0.5, -9
17. Cc1ccc2c(CN3CCCCC3)cc(=O)oc2c1
    15, -6, -2, 0.0, -1.0, -11, -0.6, -0.3, -1
18. O=C(/C=C/c1cccc([N+](=O)[O-])c1)NCCc1ccc(F)cc1
    9, 6, 2, -3.8, -1.8, -5, 0.4, -2.1, -5
19. CC(=O)Nc1ccc(OC(=O)c2cc3cc(Br)cc(Br)c3oc2=O)cc1
    2, -1, -3, 2.3, 1.9, -2, -0.3, -0.6, 6
20. CCCCc1ccc(Nc2ncnc3nc[nH]c23)cc1
    5, -4, -22, -2.2, -1.1, -2, -0.7, -2.7, -1
21. COc1ccc(/C=C2\SC(=S)N(CCC(=O)Nc3cccc(O)c3)C2=O)cc1OC
    ., -9, -7, -2.5, -0.1, -3, 0.6, -4.2, 30
22. CNC(=O)C1(C(F)(F)F)C/C(=C\CCO)CCCO1 (stereo unspecified)
    -2, -10, 2, 0.1, 0.2, -2, 1.0, 0.2, 11
23. COc1ccc(C(=O)NCC(=O)OCc2cccc(Br)c2)cc1
    32, -16, -2, -1.9, -1.6, -1, 0.8, -3.8, 6
24. OCCN1CCN(CC(O)COCC2COc3ccccc3O2)CC1 (stereo unspecified)
    28, 4, -2, 0.4, 0.3, -1, -0.3, 2.0, -9
25. O=C(Cn1c(=O)oc2ccccc21)Nc1ccc(Br)cc1
    15, 1, 9, -2.4, 0.3, -6, 1.0, -0.7, -16
26. O=C(COc1ccc(Br)cc1)N1CCc2ccccc21
    16, -8, -7, 0.9, -2.4, -3, -1.4, -0.7, -5
27. CC(=C/c1ccccc1)/C=N/Nc1nc(N2CCOCC2)nc(N2CCOCC2)n1
    -7, -30, -6, 0.3, -0.9, -2, 0.6, -0.8, -4
28. Cc1ccc(C(O)(c2ccccc2)c2ccccc2C(C)N(C)C)c(C)c1 (stereo unspecified)
    43, 28, 17, -0.8, 1.9, -4, 1.4, -2.0, -96
29. CCN1CCN(C(c2ccccc2F)c2nnnn2Cc2ccc3c(c2)OCO3)CC1 (stereo unspecified)
    18, 6, 9, -2.4, 0.6, 0, 0.8, -2.9, 3
30. Cc1ccc(C)c(NCc2n[nH]c(=S)n2-c2ccccc2)c1
    -5, -13, -8, -3.9, 0.0, -4, 1.0, -2.7, 0
31. CC(C)NCC(O)COCc1ccc(Cl)cc1 (stereo unspecified)
    -6, 5, 10, 0.8, 2.3, -3, 1.3, -0.2, -3
32. Cc1cc(C)nc(N2CCN(CC(=O)NCc3ccccc3)CC2)n1
    21, -24, 6, -0.4, -1.8, -8, -0.4, 0.3, -7
33. COC(=O)Cc1[nH]n(-c2nc3ccccc3s2)c(=O)c1C(C)=Nc1ccc(C)cc1
    37, -25, -10, -3.2, 0.0, -4, 0.4, -2.6, 14
34. FC(F)Sc1nc(-c2ccccc2)c(-c2ccccc2)n1C(F)F
    -21, -11, -16, 0.0, -2.0, -2, -0.8, -2.5, -2
35. CCCOc1cccc(OCCSc2nc(C)cc(=O)[nH]2)c1
    -47, -23, -13, -3.5, -1.1, -6, -0.8, -3.4, 3
36. O=C(O)c1cccc(-c2ccc(/C=N/NC(=O)C3COc4ccccc4O3)o2)c1 (stereo unspecified)
    -23, -40, 5, -3.1, -1.3, -4, 0.9, -3.0, 26
37. O=C(CCC(=O)N1CCN(c2ccc(Cl)c(Cl)c2)CC1)c1ccccc1
    32, -49, 13, -1.3, 3.6, -2, 5.5, 1.5, -9
38. COc1ccc(CC(=O)Nc2cccc(C(=O)NN3C(=O)c4ccccc4C3=O)c2C)cc1
    -5, -11, -9, -2.2, 0.9, -10, 1.5, 0.2, 7
39. CCO[C@@H]1OC(C(=O)NCc2nc3ccccc3[nH]2)=C[C@H](C2CCCCC2)[C@H]1CCCO
    26, -27, -12, -4.5, 0.8, -2, 0.0, -2.5, 3
40. CCOC(=O)c1c(-c2ccc(C)cc2)csc1NC(=O)CCN1CC(C)OC(C)C1 (stereo unspecified)
    -39, -10, 14, -2.4, -2.1, -9, 0.0, -4.5, -3
41. O=C1c2ccccc2NC(c2ccc3c(c2)OCCO3)N1c1ccc2c(c1)OCCO2 (stereo unspecified)
    -6, -9, 3, -1.7, 0.5, 0, 0.7, -2.0, 5
42. COc1cc(C#N)c(NC(=O)CN2CCN(CCO)CC2)cc1OC
    24, 4, 1, 1.2, 0.6, 1, 0.3, -2.9, 1
43. COc1ccc(/C=N/NC(=O)C(C)Sc2ccccn2)cc1[N+](=O)[O-] (stereo unspecified)
    13, 1, -14, -2.5, 1.9, 19*, 3.0, -3.0, -17
44. O=C(CC1CCC1)NC(c1ccccc1)c1ccccc1
    29, -8, 0, -2.8, -2.7, -1, -1.4, -1.3, 7
45. CCOc1ccc(OCc2ccc(C(=O)NCc3ccncc3)o2)cc1
    -10, -16, -1, -1.3, 4.6, -7, 3.6, -2.8, -2
46. CSc1cccc(NC(=O)c2[nH]c(C)c(C(C)=O)c2C)c1
    26, -10, -8, 0.3, 8.2, -5, 9.2, -2.1, -1
47. CC1=C(C(=O)OCc2ccccc2)C(c2ccc([N+](=O)[O-])cc2)NC(=O)N1CCCC(=O)O (stereo unspecified)
    4, -35, -11, -1.3, 0.4, -5, -0.5, -5.2, 7
48. COc1cc(/C=C2\NC(=S)N(C)C2=O)ccc1OCc1ccccc1F
    0, -20, 4, -4.7, -1.6, -11, -0.1, -2.6, 2
49. CN(C)S(=O)(=O)c1ccc(C(=O)Nc2nnc(SCc3cccc4ccccc34)s2)cc1
    -5, 2, -6, -0.8, 1.2, -3, 1.2, -3.4, 1
50. O=C(O)Cc1ccc(C(=O)c2ccc(Cl)cc2)s1
    15, 2, -8, 1.3, -0.9, 11, 0.6, -6.0, 6
51. CC(C)(C)c1cc(C(=O)NNc2ccc(OC(F)(F)F)cc2)n(Cc2ccccc2)n1
    33, -19, -17, -0.4, -0.8, -3, -0.1, 0.4, -8
52. CCN(CC)S(=O)(=O)c1ccc(Nc2ccc(-c3ccc4c(c3)OCCO4)nn2)cc1
    -5, -5, -6, 0.0, 0.8, -1, 0.3, -1.0, 2
53. Cc1c(C)n(C(=O)CN2CCC(C(N)=O)CC2)c2ccccc12
    -22, 0, -12, -0.6, -1.0, 0, 0.2, -1.6, 1
54. O=[N+]([O-])c1cc(/C=N/NC(=S)Nc2ccccc2Cl)ccc1Cl
    43, 13, 30*, -2.6, -0.8, -8, 0.2, -0.5, -1
55. O=C(CSc1nnc2ccccn12)NCCN1C(=O)CSC1=O
    0, -1, -11, -1.5, 1.0, 0, -0.2, -2.1, 2
56. CC1CCN(CC(=O)c2cccs2)CC1
    25, -2, -5, -2.9, 0.5, 3, -0.1, -2.6, 6
57. COc1cccc(N2CCN(c3ccc4nnc(CCC(=O)Nc5ccc(F)cc5)n4n3)CC2)c1
    2, -34, -8, -1.3, 0.6, 3, -0.2, -0.7, -18
58. O=C(CCN1C(=O)C2CC=C(Cl)CC2C1=O)N1CCCCC1 (stereo unspecified)
    0, -2, 6, -2.0, 0.6, -2, 0.1, -1.5, 9
59. NC(N)=Nc1nc(CCN2C(=O)c3ccccc3C2=O)cs1
    -9, 9, 2, -0.7, 3.5, -4, 1.9, -2.5, -10
60. Cc1nc(Nc2cccc(O)c2)c2oc3ccccc3c2n1
    42, -5, -15, 4.1, ., -12, ., -1.8, 4

Additional records follow.
Results follow in this order: PHOSPHO1 block, DNA FID counter, GPR7 antagonist, VIM-2 inhibitor, OXTR ag, GalR3 antagonist, V1R ag counter, IMP-1 inhibitor, HCV NS3 hel inh
61. O=[N+]([O-])c1ccc(/C=N/NC(=S)Nc2ccccc2)o1
    -14, -2, -4, -0.2, -0.3, -3, 0.3, 0.0, 15
62. O=C(NC(Cc1ccccc1)C(=O)O)/C(=C/c1ccc(Cl)cc1)NC(=O)c1ccccc1 (stereo unspecified)
    -24, -20, 4, -2.3, -0.1, -3, 0.8, -0.3, 25
63. CN(C)S(=O)(=O)c1cccc(-c2csc(=Nc3ccccc3)n2CCCN2CCOCC2)c1
    28, 4, -1, -1.1, -1.9, -3, -0.9, -2.8, -48
64. CCOC(=O)c1c(-c2ccccc2)csc1NC(=O)CSc1nnc(C)s1
    -5, -13, -14, -1.9, -0.4, -3, 3.7, -2.0, 3
65. O=C(O)CCC(=O)NNC(=O)c1ccc([N+](=O)[O-])cc1
    24, -1, -9, -1.5, -0.2, -4, -0.2, -2.2, 2
66. N#Cc1c[nH]n2c(=O)c3c(nc12)CCC3
    -3, 5, 5, -0.6, 0.7, -3, -0.1, -2.6, -5
